High-throughput results as filed in PubChem BioAssay.
TR SRC2 fluor cs: counter-screen for TRb-SRC2 inhibitors: fluorescence interference | 280,000 compounds, 0.29% hits | Potency, µM (top dose mostly 106 µM), for inactives: at the highest dose fluorescence change, negative = quenching | TRb/SRC2 Texas Red total fluorescence interference; active = well fitted curve in either direction with a large enough effect; inconclusive = small, poorly fitted or top-dose-only effect
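Human TRβ ligand-binding domain (0.6 uM) and Texas Red SRC2 peptide (20 nM) in Tris buffer with 1 uM T3 and 5% DMSO were incubated with pinned compound for 5 hr at ambient temperature. Total fluorescence was computed as S + 2P (555/632 nm).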
RECQ1 inh: inhibitors of human RECQ1 DNA helicase. AID 2549. Potency, µM (series often up to 57.3 µM), for inactives: top-dose activity, negative = inhibition, actives largely listed as inhibitors. RECQ1 DNA unwinding, red fluorescence kinetic read. 240,000 compounds, 0.54% hits. P46063;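 also: plate controls were vehicle for no effect and no enzyme for full effect; nearly all actives have a fitted effect of over 30% in size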
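RECQ1T1 50 nM; forked duplex (20 bp + 30-nt ss tails) 200 nM, ATP 2 mM final; pH 8.0, 2 mM MgCl2, 2.5 ug/ml poly(dI-dC); 15 min compound preincubation; discontinuous kinetic read over 2 h at RT.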
aGlu spleen mod: inhibitors or activators of human alpha-glucosidase in spleen homogenate; human spleen homogenate, 4-MU-alpha-glucoside fluorescence; 240,000 compounds, 0.006% hits; Potency, µM (highest dose often 79.9 µM), for inactives: at the highest dose activity change, negative = inhibition, usual class: inhibitors; P10253;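 also: 0% = enzyme with vehicle and -100% = no enzyme basal signal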
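Compounds were titrated against alpha-glucosidase in spleen homogenate at pH 5.0, with 1 mM 4-methylumbelliferyl substrate for 40 min at 37 C. Reactions were quenched with pH 10 NaOH/glycine and fluorescence measured.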
GoLoco inh red: inhibitors of human Gai1-RGS12 GoLoco interaction (red fluorophore); P63096; Potency, µM (doses to about 61.6 µM), for inactives: at the highest dose activity, negative = inhibition, most hits filed as inhibitors; AID 880; Gai1:RGS12 GoLoco peptide FP, rhodamine, 10 min; 230,000 compounds, 0.44% hits; active = well fitted inhibition curve with a large enough effect, not every such curve was filed as active; inactive = no such curve, though single readings can be large or run the other way; also: nearly all actives have a fitted effect of over 30% in size; many of its hits are not listed in these tables
Target sequence (P63096 whole entry, looked up): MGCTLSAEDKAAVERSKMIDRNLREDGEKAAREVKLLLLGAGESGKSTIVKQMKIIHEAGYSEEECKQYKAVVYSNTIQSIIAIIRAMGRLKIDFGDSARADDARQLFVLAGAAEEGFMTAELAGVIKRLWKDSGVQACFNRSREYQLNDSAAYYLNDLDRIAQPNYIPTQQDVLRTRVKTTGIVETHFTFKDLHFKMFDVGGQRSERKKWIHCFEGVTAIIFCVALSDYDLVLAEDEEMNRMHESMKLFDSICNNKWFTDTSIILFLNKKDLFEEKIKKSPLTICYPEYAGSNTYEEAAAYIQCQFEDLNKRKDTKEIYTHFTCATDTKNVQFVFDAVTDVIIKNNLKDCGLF
GAA glycogen: inhibitors or activators of human alpha-glucosidase glycogen cleavage; P10253; recombinant GAA, glycogen substrate, Amplex Red glucose oxidase fluorescence; Potency, µM (top dose mostly 76.4 µM), for inactives: at the top dose activity change, negative = inhibition, usual class: inhibitors; 300,000 compounds, 0.38% hits; AID 2100;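 also: 0% = full enzyme reaction and -100% = no-enzyme basal signal; the screen sought inhibitors and activators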
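Natural-substrate format: glycogen cleavage by 4 nM human enzyme, glucose read by Amplex Red coupling (Ex 573, Em 610 nm). Normalized to enzyme and no-enzyme controls.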
TRb SRC2 PPI: disrupts binding of human TR beta to SRC2; P10828; Potency, µM (titrated, usually from 106 µM), inactives show at the top dose activity change, negative = inhibition, most hits filed as inhibitors; TRbeta-SRC2 peptide binding, fluorescence polarization; receptor liganded with 1 µM T3; 280,000 compounds, 0.065% hits;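 also: plate controls were bound peptide for no effect and peptide without receptor for full effect; nearly all actives have a fitted effect of over 50% in size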
Target sequence (P10828 whole entry, looked up): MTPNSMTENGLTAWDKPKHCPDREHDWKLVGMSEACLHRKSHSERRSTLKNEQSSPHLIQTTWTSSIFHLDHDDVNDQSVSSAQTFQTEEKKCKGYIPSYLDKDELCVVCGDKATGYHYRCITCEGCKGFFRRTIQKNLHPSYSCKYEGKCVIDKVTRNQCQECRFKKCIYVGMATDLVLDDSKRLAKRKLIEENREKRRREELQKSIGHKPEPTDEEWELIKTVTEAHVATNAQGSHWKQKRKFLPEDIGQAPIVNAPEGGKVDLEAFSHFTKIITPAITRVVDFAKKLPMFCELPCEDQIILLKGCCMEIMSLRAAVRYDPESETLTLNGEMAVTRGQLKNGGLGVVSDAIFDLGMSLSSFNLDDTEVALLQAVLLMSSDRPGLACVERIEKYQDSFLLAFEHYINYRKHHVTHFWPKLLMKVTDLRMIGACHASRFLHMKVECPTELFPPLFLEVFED
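Human TRb LBD (0.6 uM) plus Texas Red-labeled SRC2 peptide (20 nM), 1uM T3, 5% DMSO, 5 hr at ambient temperature. Decreased polarization (555/632 nm) flags inhibition; data normalized to free and bound peptide controls.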
GAA inh: alpha-glucosidase (human) inhibition; P10253; purified human GAA, 4-MU-alpha-glucoside fluorescence; Potency, µM (highest dose often 76.9 µM), for inactives: at the top dose activity change, negative = inhibition, usual class: inhibitors; 200,000 compounds, 0.005% hits; AID 1466;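 also: plate controls were uninhibited enzyme wells for no effect and no-enzyme background for full effect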
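AC50 values come from Hill fits of compound titrations (up to 77 uM) against 4 nM human enzyme. Substrate 4-methylumbelliferyl-alpha-D-pyranoside at 400 uM, pH 5.0 citrate buffer, 20 min room temperature; fluorescence Ex 365/Em 440 after alkaline stop.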
L3MBTL1 inh: inhibitors of human L3MBTL1 | Potency, µM (doses to about 57.1 µM), for inactives: at the top dose activity, negative = inhibition, most hits filed as inhibitors | AlphaScreen L3MBTL1–H3K9me1 peptide binding | 230,000 compounds, 0.66% hits; also: nearly all actives have a fitted effect of over 60% in size
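L3MBTL1 (50 nM) pre-complexed 30 min with biotinylated H3(1-15)K9me1 peptide (75 nM), then compounds added for 30 min at room temperature; AlphaScreen streptavidin donor/nickel chelate acceptor beads (10 ug/mL final) read after 30 min dark incubation.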
* = called active by the depositor; i = inactive; u = inconclusive; x = no result given; [ ] = another dose, or the depositor's remark. Unless noted, calls follow the shape of the dose curve; as a rule, active = well fitted curve in the direction sought with a large enough effect; inconclusive = small, poorly fitted or top-dose-only effect, or another doubt; inactive = no such curve, though single readings can be large; an effect the other way counts as inactive or inconclusive. Unless noted, % is scaled to controls: 0 for no effect and ±100 for the full control effect; potency is read from the fitted curve at half-maximal effect. Some of the compounds tested, so the mix of outcomes need not match the whole.

Values run as follows: aGlu spleen mod	GoLoco inh red	GAA glycogen	L3MBTL1 inh	TR SRC2 fluor cs	RECQ1 inh	GAA inh	TRb SRC2 PPI
1: O=C(NCCC1=CCCCC1)C(=O)NCc1ccccc1Cl
  3%	3%	7%	-1%	3%	i	-5%	-3%
2: Clc1ccccc1Cn1nc(-c2ccccc2)nc1-c1ccccc1
  0%	-4%	-7%	44%[activator]	1%	1%	1%	7%
3: CC(=O)Oc1ccc(N2C(=O)C3C(C2=O)C2(C)C=CC3(C)O2)cc1 (centres undefined)
  3%	-24%	-3%	-2%	2%	i	4%	0%
4: CC(C)(C)C(=O)NC1=NN(c2c(Cl)cc(Cl)cc2Cl)C(=O)C1
  -2%	8%	5%	4%	17%	-1%	12%	-3%
5: COc1ccc(NC(=O)C2CC(=O)N(C(C)C)C2)cc1 (centres undefined)
  1%	-1%	3%	x	0%	i	-7%	1%
6: CCOc1ccccc1N1CCN(S(=O)(=O)c2ccc(Cl)s2)CC1
  -4%	-11%	-9%	8%[11.4 µM]	1%	i	u	-2%
7: CCCCOCC1CN(c2ccccc2)C(=O)CS1 (centres undefined)
  -16%	11%	-13%	-7%	-4%	i	-4%	-14%
8: Clc1cccc(N/N=C(\Cc2nc3ccccc3[nH]2)c2ccccc2)c1
  -5%	2%	-28%	-12%	-1%	-12%	4%	6%
9: O=C(COc1ccc2ccccc2c1)NCC(=O)N/N=C/c1ccco1
  -1%	3%	0%	x	2%	-13%	0%	9%
10: O=C(NCCNS(=O)(=O)c1cccc(C(F)(F)F)c1)c1cc(OCC(F)(F)F)ccc1OCC(F)(F)F
  4%	10%	2%	3%	-3%	-14%	2%	-2%
11: CCn1c(CNc2ccc(Cl)cc2)nnc1SCCN1CCCCC1
  -11%	7%	-1%	-1%	-2%	-3%	0%	-9%
12: CCOC(=O)c1oc2cc(O)c(CC)cc2c(=O)c1-c1cscn1
  -9%	6%	-13%	1%	-3%	-10%	0%	-4%
13: CC(C)(C)C(=O)Nc1ccccc1C(=O)Nc1ccccn1
  3%	-7%	-1%	-7%	0%	-1%	-6%	4%
14: COc1cccc(C(=O)N(Cc2nc(-c3cccc(C)c3)no2)C(C)C)c1OC
  -5%	3%	0%	0%	-2%	-1%	2%	-1%
15: COC(=O)c1ccc(Cn2nnc3ccccc32)cc1
  -6%	7%	-1%	x	-1%	-6%	x	3%
16: COc1cccc(N(CC(=O)N2CCN(C)CC2)S(=O)(=O)c2ccc(C)cc2)c1
  2%	11%	5%	-5%	0%	i	-11%	-22%
17: O=C(Cn1c(NCCO)nc2ccccc21)c1ccc(Cl)cc1
  1%	-13%	-6%	6%	0%	-15%	-5%	-9%
18: Cc1nc(NC(=O)c2csc3ccccc23)sc1C
  -9%	2%	2%	-2%	-1%	i	0%	8%
19: COc1ccc(-c2nnc(SCc3csc(N)n3)n2C)cc1
  2%	x	16%	3%	0%	-5%	4%	6%
20: COc1ccc(NC(=O)CCN2CCN(S(=O)(=O)c3ccc(C(C)C)cc3)CC2)cc1
  -8%	-20%	0%	x	-3%	-8%	-5%	-1%
21: CCCc1[nH]nc2c1C(c1ccsc1)C(C#N)=C(N)O2 (centres undefined)
  2%	7%	-5%	6%	-1%	i	9%	-1%
22: Cc1ccc(S(=O)(=O)N2CC(O)CC2C(=O)OCC(=O)c2ccccc2Cl)cc1C (centres undefined)
  -14%	10%	6%	-5%	0%	16%	-26%	0%
23: O=C(Nc1ccccc1)c1cc2n(n1)C(C(F)(F)F)CC(C1CC1)N2 (centres undefined)
  0%	12%	8%	1%	0%	-5%	11%	0%
24: CCOc1ccccc1CNC(=O)C1CCN(C(=O)c2sccc2-n2cccc2)CC1
  0%	-8%	17%	19%	3%	-6%	-20%	-20%
25: O=C(NCCCn1ccnc1)c1cc(-c2ccncc2)nc2ccccc12
  -3%	-1%	4%	14%	-2%	-4%	6%	-5%
26: CCOC(=O)N1CCN(Cc2nc(-c3ccccc3)no2)CC1
  1%	3%	3%	x	0%	-1%	6%	-7%
27: CC1=NN(C(N)=S)C(=O)C1N=Nc1ccccc1 (centres undefined)
  -6%	-4%	-1%	16%	-6%	-9%	-9%	-6%
28: O=C(/C=C/c1cccs1)NC(=S)NNC(=O)Cc1cccs1
  2%	5%	-2%	26%	-1%	i	4%	-15%
29: C=CCNC(=O)c1nn2cccnc2c1Cl
  -10%	-4%	-4%	x	0%	i	-1%	-8%
30: CCCN1C(=O)CC(C(=O)OC)=C1C
  4%	-11%	-5%	x	0%	i	-15%	2%

A second format for part of the listing above.
7) CCCCOCC1CN(c2ccccc2)C(=O)CS1 (centres undefined)
17) O=C(Cn1c(NCCO)nc2ccccc21)c1ccc(Cl)cc1

Screen / compound no. | 7 | 17
aGlu spleen mod | -16% | 1%
GoLoco inh red | 11% | -13%
GAA glycogen | -13% | -6%
L3MBTL1 inh | -7% | 6%
TR SRC2 fluor cs | -4% | 0%
RECQ1 inh | i | -15%
GAA inh | -4% | -5%
TRb SRC2 PPI | -14% | -9%

(next part)
Values run as follows: aGlu spleen mod	GoLoco inh red	GAA glycogen	L3MBTL1 inh	TR SRC2 fluor cs	RECQ1 inh	GAA inh	TRb SRC2 PPI
31: COc1cc(N(C)C)c([N+](=O)[O-])cc1C(=O)NC(C)CNc1ccc([N+](=O)[O-])cc1Cl (centres undefined)
  6%	-5%	3%	-13%	-17%	1%	-1%	0%
32: CNC(=O)c1ccccc1NC(=O)c1ccc(C)c(S(=O)(=O)N2CCCCC2)c1
  1%	10%	0%	44%[activator][11.4 µM]	1%	-1%	-14%	1%
33: CCN(CC)c1ccc(NC(=O)Cn2nnc(-c3cccc(OC)c3OC)n2)c(C)c1
  -6%	-10%	-11%	x	1%	-11%	1%	-6%
34: CC1CC(NC(=O)Cc2ccc(Br)cc2)CC(C)(C)C1 (centres undefined)
  -8%	-4%	-7%	6%	4%	-12%	-5%	-4%
35: C/C(CC(=O)Nc1cccc(F)c1)=N\NC(=O)C(=O)NC1CCCCC1
  -15%	3%	-5%	10%	-1%	-8%	-2%	-7%
36: CCOCCCNC(=S)N1CCCN(c2nc3cc(C)c(C)cc3cc2C#N)CC1
  5%	18%	-1%	41%[activator]	-1%	25%	u	0%
37: COc1ccc(N2C(=O)C(CC(=O)Nc3ccccc3)N(Cc3ccccn3)C2=S)cc1 (centres undefined)
  -5%	-6%	-27%	x	-1%	-1%	-5%	2%
38: Cc1nc2scc(-c3ccc(Cl)cc3)c2c(=O)o1
  -4%	-1%	-3%	x	2%	-11%	3%	-3%
39: CCN(Cc1nc2ccccc2c(=O)[nH]1)Cc1cc(=O)oc2cc(OC)ccc12
  9%	2%	0%	x	1%	i	-4%	-5%
40: Cn1c(C(=O)NCCN2CCN(Cc3ccccc3)CC2)cc2c(=O)n(C)c3ccccc3c21
  4%	6%	5%	x	3%	i	x	7%
41: CC(C)CNC1=CC(=O)CC(c2ccco2)C1 (centres undefined)
  5%	-3%	9%	u	-16%	11µM*	-14%	-6%
42: COCc1nnc(NC(=O)c2cc(C(=O)OC)cc([N+](=O)[O-])c2)s1
  1%	-8%	2%	15%	1%	-3%	-1%	2%
43: O=c1oc2c(CN3CCOCC3)c(O)ccc2c2c1CCC2
  u	2%	6%	2%	-1%	-4%	u	0%
44: O=C(CN1CCN(Cc2ccc(F)cc2Cl)C1=O)NCCCN1CCOCC1
  -6%	-10%	4%	4%	-1%	7%	-11%	-8%
45: Cc1ccc(NC(=S)NC(NC(=O)N(C)C)C(Cl)(Cl)Cl)cc1 (centres undefined)
  -2%	4%	7%	1%	-6%	-8%	-3%	-4%
46: CC1=C(C(=O)Nc2ccccc2C)C(c2cccnc2)n2nc(CCCO)nc2N1 (centres undefined)
  2%	7%	-27%	-20%[11.4 µM]	4%	i	-4%	-9%
47: COc1cccc(C2CC(C(F)(F)F)n3ncc(C(=O)Nc4c(C)n(C)n(-c5ccccc5)c4=O)c3N2)c1 (centres undefined)
  -2%	4%	6%	-3%	0%	-1%	1%	12%
48: COCCn1c(SC(C(=O)Nc2cc(C)ccc2OC)c2ccccc2)nnc1-c1ccc(Cl)cc1 (centres undefined)
  1%	-16%	-10%	-17%	1%	i	-4%	5%
49: COC(=O)c1cccc(NC(=O)CCSc2ccc(Cl)cc2)c1C
  0%	x	-2%	0%	0%	-3%	-2%	7%
50: CCOc1ccc(C(=O)Nc2cccc(-c3ccc4nncn4n3)c2)cc1
  0%	-2%	4%	6%	-1%	-3%	2%	-4%
51: Cc1cc(N/N=C/c2ccccc2F)c2ccccc2n1
  -2%	-5%	-19%	x	0%	-7%	4%	6%
52: COc1cccc(NC(=O)C2CCCCC2)c1
  1%	-4%	-2%	-6%	0%	i	0%	7%
53: CC(C)(C)c1ccc(C(=O)Nc2ccc([N+](=O)[O-])cn2)cc1
  -3%	15%	-7%	-1%	1%	i	2%	0%
54: CCOc1cc(-c2nc3ccccc3s2)ccc1O
  -1%	-1%	-30%	-2%	-10%	-19%	x	-2%
55: N#C/C(=C/c1cccc([N+](=O)[O-])c1)C(=O)Nc1ccccc1O
  -21%	5%	-14%	x	-4%	-9%	x	3%

Values in list order from above.
TRb SRC2 PPI, entries 44–52: -8%, -4%, -9%, 12%, 5%, 7%, -4%, 6%, 7%

A few values from above:
TR SRC2 fluor cs result of entry 45 stands at -6%
GoLoco inh red result of entry 35 stands at 3%

4 compounds from above, showing only TRb SRC2 PPI.
nr	structure	TRb SRC2 PPI
3	CC(=O)Oc1ccc(N2C(=O)C3C(C2=O)C2(C)C=CC3(C)O2)cc1 (centres undefined)	0%
4	CC(C)(C)C(=O)NC1=NN(c2c(Cl)cc(Cl)cc2Cl)C(=O)C1	-3%
5	COc1ccc(NC(=O)C2CC(=O)N(C(C)C)C2)cc1 (centres undefined)	1%
6	CCOc1ccccc1N1CCN(S(=O)(=O)c2ccc(Cl)s2)CC1	-2%
